# High-throughput results: PubChem, University of Kansas High Throughput Screening Laboratory
# mHTT-CaM PPI inh = mutant huntingtin-calmodulin interaction inhibitors – biochemical, AlphaScreen, primary screen; actives 3.6% (n = 190,000); AID 1671202, 2021; inhibition, % at 15 µM; AlphaScreen His-mHTT/GST-CaM binding, luminescence; P42858;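 note: 0% = both proteins with DMSO and 100% = one protein alone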
# Target sequence (P42858 whole entry, looked up, stated change not applied): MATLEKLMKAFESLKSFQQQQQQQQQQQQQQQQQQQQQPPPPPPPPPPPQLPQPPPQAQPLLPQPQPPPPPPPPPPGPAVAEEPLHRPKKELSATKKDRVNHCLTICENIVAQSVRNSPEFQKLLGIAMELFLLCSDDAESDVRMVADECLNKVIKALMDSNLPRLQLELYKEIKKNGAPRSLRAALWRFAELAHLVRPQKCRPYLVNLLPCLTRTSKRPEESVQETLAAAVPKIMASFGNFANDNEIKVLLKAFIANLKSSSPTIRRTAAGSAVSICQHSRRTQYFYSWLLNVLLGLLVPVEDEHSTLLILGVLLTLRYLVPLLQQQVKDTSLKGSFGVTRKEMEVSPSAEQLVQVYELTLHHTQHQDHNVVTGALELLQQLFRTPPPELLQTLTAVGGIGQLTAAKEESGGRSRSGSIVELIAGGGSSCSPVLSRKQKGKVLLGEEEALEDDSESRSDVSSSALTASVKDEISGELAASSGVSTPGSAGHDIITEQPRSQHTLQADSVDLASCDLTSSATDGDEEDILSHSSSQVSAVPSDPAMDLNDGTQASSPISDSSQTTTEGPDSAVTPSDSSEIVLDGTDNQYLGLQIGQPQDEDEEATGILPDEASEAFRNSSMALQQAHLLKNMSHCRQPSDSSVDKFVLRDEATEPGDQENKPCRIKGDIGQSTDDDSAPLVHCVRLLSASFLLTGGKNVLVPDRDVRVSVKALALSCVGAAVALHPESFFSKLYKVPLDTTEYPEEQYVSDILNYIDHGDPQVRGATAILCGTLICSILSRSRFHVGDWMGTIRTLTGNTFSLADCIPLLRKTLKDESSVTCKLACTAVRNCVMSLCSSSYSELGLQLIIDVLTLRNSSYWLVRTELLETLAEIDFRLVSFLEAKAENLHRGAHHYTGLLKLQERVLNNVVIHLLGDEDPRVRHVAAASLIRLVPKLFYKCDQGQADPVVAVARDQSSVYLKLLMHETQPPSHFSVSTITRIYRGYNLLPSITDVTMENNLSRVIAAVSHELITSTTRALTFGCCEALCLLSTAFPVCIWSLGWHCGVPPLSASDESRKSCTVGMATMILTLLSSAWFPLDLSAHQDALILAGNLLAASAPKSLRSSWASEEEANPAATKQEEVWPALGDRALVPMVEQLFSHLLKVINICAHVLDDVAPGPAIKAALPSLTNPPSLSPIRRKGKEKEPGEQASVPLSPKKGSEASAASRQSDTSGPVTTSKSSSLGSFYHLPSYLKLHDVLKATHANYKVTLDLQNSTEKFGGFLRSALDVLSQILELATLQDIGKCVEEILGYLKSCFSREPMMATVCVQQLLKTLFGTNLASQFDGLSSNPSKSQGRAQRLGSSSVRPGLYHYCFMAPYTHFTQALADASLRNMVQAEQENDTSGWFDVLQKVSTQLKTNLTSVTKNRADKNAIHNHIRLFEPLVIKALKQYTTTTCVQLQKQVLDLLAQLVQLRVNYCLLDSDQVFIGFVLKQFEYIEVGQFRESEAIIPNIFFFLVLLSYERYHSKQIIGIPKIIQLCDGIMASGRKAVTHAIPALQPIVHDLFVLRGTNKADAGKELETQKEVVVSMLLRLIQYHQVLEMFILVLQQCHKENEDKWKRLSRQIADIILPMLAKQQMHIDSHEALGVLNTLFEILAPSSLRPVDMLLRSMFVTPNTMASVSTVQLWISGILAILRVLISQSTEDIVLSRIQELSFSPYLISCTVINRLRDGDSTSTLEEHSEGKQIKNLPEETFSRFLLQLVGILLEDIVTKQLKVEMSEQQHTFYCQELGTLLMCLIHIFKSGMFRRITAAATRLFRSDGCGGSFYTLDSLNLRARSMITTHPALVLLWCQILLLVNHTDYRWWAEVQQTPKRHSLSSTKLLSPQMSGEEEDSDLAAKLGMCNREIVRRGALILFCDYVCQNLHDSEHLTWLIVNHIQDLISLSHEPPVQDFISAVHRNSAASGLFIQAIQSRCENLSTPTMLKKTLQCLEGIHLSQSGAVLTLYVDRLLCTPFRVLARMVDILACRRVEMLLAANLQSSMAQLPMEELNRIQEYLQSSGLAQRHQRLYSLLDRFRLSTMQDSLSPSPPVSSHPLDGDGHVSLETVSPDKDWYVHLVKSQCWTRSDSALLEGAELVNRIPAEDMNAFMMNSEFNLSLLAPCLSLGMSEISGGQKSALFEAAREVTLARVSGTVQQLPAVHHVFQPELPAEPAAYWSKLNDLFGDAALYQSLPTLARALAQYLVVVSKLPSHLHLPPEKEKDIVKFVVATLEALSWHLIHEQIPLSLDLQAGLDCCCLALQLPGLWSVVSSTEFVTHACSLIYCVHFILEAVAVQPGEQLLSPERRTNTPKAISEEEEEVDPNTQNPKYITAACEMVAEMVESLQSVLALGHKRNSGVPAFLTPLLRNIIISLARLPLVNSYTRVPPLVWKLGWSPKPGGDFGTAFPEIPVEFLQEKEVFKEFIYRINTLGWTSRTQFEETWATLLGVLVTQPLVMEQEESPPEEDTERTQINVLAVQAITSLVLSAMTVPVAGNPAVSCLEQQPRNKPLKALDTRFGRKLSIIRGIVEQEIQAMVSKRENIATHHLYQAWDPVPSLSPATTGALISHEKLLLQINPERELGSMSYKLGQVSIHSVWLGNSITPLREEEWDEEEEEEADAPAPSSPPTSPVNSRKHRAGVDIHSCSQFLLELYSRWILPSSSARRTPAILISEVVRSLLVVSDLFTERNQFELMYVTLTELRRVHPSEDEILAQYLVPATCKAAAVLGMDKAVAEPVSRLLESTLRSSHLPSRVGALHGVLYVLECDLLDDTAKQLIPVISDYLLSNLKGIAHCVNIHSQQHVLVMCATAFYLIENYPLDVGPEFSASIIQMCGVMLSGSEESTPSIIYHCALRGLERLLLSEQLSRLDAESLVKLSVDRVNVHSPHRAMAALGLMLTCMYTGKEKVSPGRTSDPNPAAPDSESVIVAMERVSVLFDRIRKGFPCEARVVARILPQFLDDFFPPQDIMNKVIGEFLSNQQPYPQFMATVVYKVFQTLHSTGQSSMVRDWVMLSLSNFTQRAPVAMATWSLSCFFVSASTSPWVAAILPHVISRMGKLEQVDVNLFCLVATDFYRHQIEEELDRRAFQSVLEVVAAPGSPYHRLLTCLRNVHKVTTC
# Pf apPOL inh = Pf-apPOL inhibitors, biochemical, fluorescence; Plasmodium falciparum apicoplast DNA polymerase (apPOL); Recombinant Pf-apPOL, molecular beacon fluorescence, 1.5 h; inhibition, % at 10 µM; actives 0.25% (n = 210,000); AID 1794808, 2022
# * hit, by the source's call; nt = no result given; & = joins results of further samples. Cut-off read from the data, not from the text of the source: active = inhibition above about 50%; inactive = the rest.
structure	mHTT-CaM PPI inh	Pf apPOL inh
O=C(Nc1ccc(I)cc1)c1ccc2nccnc2c1	-5	-2
Cc1noc(COC2CCN(C(=O)NCc3ccco3)CC2)n1	13	-4
CCCN1CCN(C(=O)CCC2CCN(c3cc(NCC)ncn3)CC2)CC1	9	4
C=CC[C@H]1CC(Cc2ccccc2)=C[C@H](CC=C)N1	-8	nt
COc1ccc(NC(=O)CCC2CCCCC2)c([N+](=O)[O-])c1	6	-6
CNC(=O)C(=O)Nc1ccc(F)c(Cl)c1	-6	-4
CC(=O)N1CCN(c2cc(Oc3ccc(F)cc3)ncn2)CC1	-1	-9
Cc1oc(C2CCN(S(=O)(=O)c3cccc(F)c3)CC2)nc1C(=O)N1CCOCC1	5	-1
CCOc1ccc(C(=O)Nc2cc(F)c3[nH]c(=O)ccc3c2)cc1	-14	0
O=C(c1cn(-c2ccccc2)nc1-c1ccc(Cl)cc1)N1CCOCC1	5	-11
CCOc1cc(C2NC(=O)NC(C)=C2C(=O)Nc2ccc(C)cc2C)ccc1O (centres undefined)	0	-1
CC(C)c1ccc(OCC(=O)NCc2ccccn2)cc1	-5	-7
COCCCNC(=O)N1CCC(Nc2nccnc2OC)CC1	3	0
Cc1ccc(-n2nc3c(c2NC(=O)c2ccccc2[N+](=O)[O-])CS(=O)(=O)C3)c(C)c1	-2	-4
O=C(Cc1ccccc1)Nc1ccc(N2C(=O)C3CC=CCC3C2=O)cc1Cl (centres undefined)	8	0

# (more compounds)
structure	mHTT-CaM PPI inh	Pf apPOL inh
CC(C)CC1NC(=O)C(O)(C(F)(F)F)NC1=O (centres undefined)	3	-1
CC(C)CC(C(=O)Nc1ccc([N+](=O)[O-])cc1)N1C(=O)c2ccccc2C1=O (centres undefined)	4	1
Cc1nc(-c2cccs2)c(CCC(=O)N2CCN(C(=O)c3ccco3)CC2)s1	10	9
CCOC(=O)CSC(=S)Nc1c(C)cc(C)cc1C	nt	8&7
O=C(c1ccccc1Cl)N1CCN(Cc2noc(-c3cccc(F)c3)n2)CC1	12	7
Cc1cc(NC(=O)c2sc3ccccc3c2Cl)ccc1NC(=O)c1cc2ccccc2o1	-1	-4
O=C(COc1ccc(Cl)cc1)N1CCN(c2cccc(Cl)c2)CC1	0	-3
CCOC(=O)CNC(=O)N1CCC(n2c(C3CCCC3)nc3cccnc32)C1 (centres undefined)	9	0
Cc1nc2cccnc2n1C1CCN(S(=O)(=O)c2cccc(C(F)(F)F)c2)C1 (centres undefined)	15	-6
CCCNC(=O)C1CCN(c2ccc(SCC(=O)NCc3ccccc3)nn2)CC1	-6	-3
Cn1c(SCc2csc(CS(=O)(=O)c3ccc(Cl)cc3)n2)nnc1C(F)(F)F	nt	-4
O=C(CN1CCn2cccc2C1c1ccc(Cl)cc1)NCc1ccncc1 (centres undefined)	35	2
NC(=NOC(=O)c1cccs1)c1cccc(CSc2ccccn2)c1	nt	-4
O=C(CSc1ccc(Cl)cc1)NCc1ccc(Cl)cc1	-6	-2
CCn1c(=N)c(C(=O)NC(C)c2ccccc2)cc2c(=O)n3cccc(C)c3nc21 (centres undefined)	0	-6

# Additional records follow:
structure	mHTT-CaM PPI inh	Pf apPOL inh
Cc1nn(CC(=O)Nc2ccc(Cl)cc2Cl)c(=O)c2ccccc12	-4	-8
CC(C(=O)NN)n1nnc(N2CCOCC2)n1 (centres undefined)	nt	-7&0
CCCCC(C(=O)O)N1C(=O)C(=Cc2cc(OC)c(OC)c(OC)c2)SC1=S (centres undefined)	55*	-64
CCc1ccc(NC(=O)CSc2nnc(CC)c(CC)n2)cc1	6	0
O=C(Nc1nc2c(s1)CCCC2)c1cccc(C(F)(F)F)c1	-29	2
COc1ccc(N=Cc2cc([N+](=O)[O-])cc([N+](=O)[O-])c2O)cc1Cl	21	-4
Cc1ccc(NC(NC(=O)c2ccccc2[N+](=O)[O-])C(Cl)(Cl)Cl)cc1 (centres undefined)	13	-2
COc1ccc(C(O)=C2C(=O)C(=O)N(CCN(C)C)C2c2cccc(OC)c2OC)cc1C (centres undefined)	-6	-4
COc1ccccc1NC(=O)C1CC(=O)OC12CCCCC2 (centres undefined)	-6	-16
Cc1ccc(NC(=O)/C(C#N)=C/c2cc(C)n(-c3cccnc3)c2C)cc1C	52*	-8
Cn1cnc2c(=O)[nH]c(N)nc21	-5	nt
CCCC(=O)N1CCC2(CCc3ccccc3O2)CC1	-2	-9
COc1cc([N+](=O)[O-])ccc1NC(=O)c1ccc(S(=O)(=O)N2CC(C)OC(C)C2)cc1 (centres undefined)	0	-1
CN1CCN(CCCNC(=O)c2ccc3c(c2)NC(=O)C(N2CCOCC2)S3)CC1 (centres undefined)	2	-20
O=C(Cn1nc(-c2ccc(Cl)cc2)c2ccccc2c1=O)Nc1cccc(Br)c1	2	10

# Given with each value named: entries from further up.
CC(C(=O)NN)n1nnc(N2CCOCC2)n1 (centres undefined)
  mHTT-CaM PPI inh: nt | Pf apPOL inh: -7&0
CCCCC(C(=O)O)N1C(=O)C(=Cc2cc(OC)c(OC)c(OC)c2)SC1=S (centres undefined)
  mHTT-CaM PPI inh: 55* | Pf apPOL inh: -64
CCc1ccc(NC(=O)CSc2nnc(CC)c(CC)n2)cc1
  mHTT-CaM PPI inh: 6 | Pf apPOL inh: 0

# Remaining list, next part:
structure	mHTT-CaM PPI inh	Pf apPOL inh
O=C(CN(c1ccc([N+](=O)[O-])cc1)S(=O)(=O)c1ccccc1)NCc1cccnc1	2	0
CN(C)C(=O)C1CCc2sc(C(=O)N3CCCCCC3)cc2C1 (centres undefined)	-2	-7
Cc1n[nH]c(=O)nc1N1CCN(Cc2ccccc2)CC1	-5	-2
Cc1ccc2nc(N3CCC(C(=O)NC(C)c4ccccc4)CC3)[nH]c2c1 (centres undefined)	-8	-18
O=C(CCC1CCCC1)N1CCN(c2ccccc2)CC1	-3	3
Cn1c(=O)c2c(ncn2CC(COC(=O)c2ccco2)OC(=O)c2ccco2)n(C)c1=O (centres undefined)	nt	-4
COc1ccccc1-c1c(Cc2ccccc2)[nH]n2c(=O)cc(C(C)C)nc12	5	1
CCc1nc2c(c(=O)n1CC(=O)Nc1cc(C)ccc1C)CN(Cc1ccccc1)CC2	5	2
CCc1ccc(/C=C/c2[nH]c(=O)[nH]c(=O)c2[N+](=O)[O-])cc1	-2	0
Cc1cc(C)c(NC(=O)c2ccc(F)cc2)c(C)c1	-5	-6
CS(=O)(=O)N(Cc1ccccc1)c1ccc(C(=O)NCc2ccccn2)cc1	0&5	4&-2
Cc1ccc(NC(=O)N(C)Cc2ccoc2)cc1	4	-1
O=C(NCCC1=CCCCC1)Nc1ccc2nsnc2c1	-5	-2
COC(=O)c1c(NC(=O)CCCC(=O)O)sc2c1CCC2	6	nt
CCc1ccc(NC(=O)CSc2nnnn2-c2ccccc2)cc1	-12	1

# 2 of these compounds, reformatted.
# Below each SMILES – mHTT-CaM PPI inh, Pf apPOL inh
CC(C)CC1NC(=O)C(O)(C(F)(F)F)NC1=O (centres undefined)
    3, -1
Cc1cc(NC(=O)c2sc3ccccc3c2Cl)ccc1NC(=O)c1cc2ccccc2o1
    -1, -4

# Continuation:
structure	mHTT-CaM PPI inh	Pf apPOL inh
O=C1CCC(=O)N1c1ccccc1N1CCOCC1	nt	-2
Cc1ccc(NC(=O)N2CC(c3nc(-c4ncccn4)no3)C2)cc1	-17	-6
COc1ccc(I)cc1S(=O)(=O)N1CCN(c2ccc(F)cc2)CC1	-3	-6
O=C(CCC1CCCCC1)Nc1ccncc1	-4	-2
O=C(NCc1ccccc1)N1CCC2(CC1)Nc1cc(F)ccc1-n1cccc12	51*	-2
CC(C)(C)C(=O)Nc1ccc(Cl)cc1-c1noc(C(C)(C)C)n1	nt	-4
Cc1ccccc1S(=O)(=O)N1CCC2(CC1)NCCN=C2NCc1ccc(F)cc1	5	4
COc1cccc(CNC(=O)CCS(=O)(=O)c2ccc(Br)s2)c1	-2	-1
Cc1ccc(C(=O)CC2(O)C(=O)Nc3ccc(Br)cc32)o1 (centres undefined)	4	5
COc1ccc(CNc2ccc([N+](=O)[O-])cc2C)c(OC)c1C	1	-6
Cc1nn(-c2ccccc2)c2c1C1(C(=O)Nc3ccc(Br)cc31)C(C#N)=C(N)O2 (centres undefined)	19	1
O=C(CN1N=NC2C(=O)N(c3ccccc3)C(=O)C21)Nc1cccc(F)c1 (centres undefined)	2	-2
CCN(CC)CC1CCc2c(c3ccccc3n2C)C1=O (centres undefined)	-9	-7
COc1nccnc1NC1CCN(C(=O)COc2ccc(C)cc2)CC1	4	-5
Cn1cc(Br)c(C(=O)Nc2ccc(Br)cc2)n1	-15	-4

# Taken from above.
# O=C1CCC(=O)N1c1ccccc1N1CCOCC1 in Pf apPOL inh shows -2
# CCN(CC)CC1CCc2c(c3ccccc3n2C)C1=O (centres undefined) in mHTT-CaM PPI inh shows -9

# Other results follow.
structure	mHTT-CaM PPI inh	Pf apPOL inh
CCc1csc2nc(C)c(NC(=O)c3ccccc3C(F)(F)F)c(=O)n12	-3	-5
COc1ccc2oc(=O)c(-c3cn4ccccc4n3)cc2c1	2	-3
O=C(NCc1cccnc1)C(=O)Nc1ccc(Br)cc1	-7&-3	0&-4
O=C(NCC1CCN(c2cc(-c3cccnc3)[nH]n2)CC1)c1ccc[nH]1	15	-2
O=C(c1ccccc1O)N1N=C(c2ccc(Cl)cc2)CC1(O)C(F)(F)F (centres undefined)	59*	-1
O=C(ON(Cc1c(F)cccc1Cl)Cc1c(F)cccc1Cl)c1ccc(Cl)cc1	nt	-14
COc1nn(C)cc1C(=O)N1CCC(C(=O)NCC2CCCO2)CC1 (centres undefined)	-15	-3
CC(=O)Nc1ccc2c(c1)ncn2-c1ccc(C)cc1	2	0
Cc1noc(C)c1S(=O)(=O)Nc1ccc(CN2CCS(=O)(=O)CC2)cc1	nt	-2
O=C(c1ccc(OCCN2CCCCC2)cc1)c1c(-c2ccc(O)cc2)sc2cc(O)ccc12	nt	0
Cc1ccc(C)c(NC(=O)COc2cccc(C)c2C)c1	0	-1
Cc1[nH]c(=O)[nH]c(=O)c1S(=O)(=O)NCCOC12CC3CC(CC(C3)C1)C2	-4	-3
CCCn1c2c(c(SCc3ccc(C)cc3)nc1=O)CCC2	24	-7
Cc1nc2cc(N3CC(C(=O)Nc4ccc(C)c(C)c4)CC3=O)ccc2o1 (centres undefined)	0	2
CN(C)C=C1C(=O)c2ccccc2N(C)S1(=O)=O	nt	1

# Next results follow:
structure	mHTT-CaM PPI inh	Pf apPOL inh
O=C(NCc1ccccc1F)C1CC(=O)N(Cc2ccccc2F)C1 (centres undefined)	-3	-4
O=c1c(-c2ccccc2)coc2cc(O)ccc12	2	-1&-14
O=C(Cc1cn2cc(F)ccc2n1)Nc1ccc(Cl)cc1Cl	-2	-2
CC1(C)CC(=O)C2=C(C1)Nc1ncnn1C2c1ccc(Cl)cc1Cl (centres undefined)	0	-24
CSc1ccccc1C(=O)Nc1nn(C)c2c1C(c1ccccc1)CC(=O)N2 (centres undefined)	-8	-5
CN(C)S(=O)(=O)c1ccc(C(=O)Nc2nnc(-c3ccc4c(c3)OCO4)o2)cc1	3	-3
Nc1nc(-c2ccc(Cl)cc2)nc2c1c(=O)oc1ccccc12	7	0
Cc1cccc(NC(=O)C(=O)NC2CC(C)(C)NC(C)(C)C2)c1	-7	-3
Cc1ccccc1CSCC(=O)Nc1cccnc1	-1	-7
CCN1CCN(Cc2ccc(-c3ccccc3)cc2)CC1	-1	-3
CC(C)C[C@@H]1COc2cc(Br)ccc2S(=O)(=O)N1Cc1cn(CCC2OCCCO2)nn1	-10	-4
O=C(Nc1cc(-c2cccs2)no1)c1ccc(F)cc1	-11	-1
Cc1ccc([N+](=O)[O-])cc1NC(=O)CCC1CCCCC1	-3	-13
CCS(=O)(=O)N1CCN(Cc2nc(-c3cccs3)cs2)CC1	-8	-14
CCOc1ccccc1NC(=O)NCCC1CCN(C(=O)NC2CCCCC2)CC1	-2	0

# Going on with the list:
structure	mHTT-CaM PPI inh	Pf apPOL inh
O=C1CSC(=O)N1CN1CCN(CN2C(=O)CSC2=O)CC1	3	-6
COc1ccc(CCN=C(C)C2=C(O)c3ccccc3C2=O)cc1	14	-2
COc1cccc(CNC(=O)N2CCCC2c2nc(-c3cccc(OC)c3)no2)c1 (centres undefined)	-2	0
COc1ccc(NC(=O)CSc2cn(CCNC(=O)c3ccccc3F)c3ccccc23)cc1	22	-2
COc1cccc(CNC(=O)c2cc3n(n2)CCCN(Cc2cccc(C)c2)C3=O)c1OC	14	-6
Cc1cccc([C@H]2[C@@H]3C=CCC[C@@]3(C)C(=O)N2Cc2ccccc2)c1	5	-6
CCOC(=O)c1c(N=CC2=C(O)CC(c3cccs3)CC2=O)sc(C)c1C (centres undefined)	nt	-8
O=C(Nc1ccccc1NC(=O)c1ccccc1F)c1ccccc1F	-3	-1
O=c1/c(=C/c2ccccc2O)sc2n1CN(c1ccc(F)cc1)CN=2	36	-1
Cc1ccc(OCC(=O)NC(C)C)cc1C	-2	-11
CC1Cc2ccccc2N1C(=O)Cc1csc(NC(=O)c2cccs2)n1 (centres undefined)	16	-2
Cc1ccc(SC(=C(Cl)Cl)/C(=C2/NCCS2)[N+](=O)[O-])cc1	3	-4
Cc1cccc(C(=O)N2CCCC(C(=O)NCc3ccccc3Cl)C2)c1 (centres undefined)	30	-8
CN(CCO)CC(=O)NC1C2CC3CC(C2)CC1C3 (centres undefined)	-1	-11
COc1cc(OC)c(OC)cc1CN1CCN(C(=O)c2cccnc2)CC1	3	-1
CC(CC(=O)O)C(=O)c1ccc(Cl)cc1 (centres undefined)	-8	-1
CCC(=O)Nc1ccc(OC)c(Cl)c1	-4	-9
O=C1NC(c2cccc(F)c2)=N/C1=C\C=C\c1ccccc1	21	-6
